Screens as filed in PubChem BioAssay.
Runt-SMMHC FRET: blocks binding of human RUNX1 Runt domain to CBFb-SMMHC; Cerulean-Runt/Venus-CBFb-SMMHC FRET ratio 530/480, 1 h; Q01196+Q13951; inhibition, % at 20 µM; 220,000 compounds, 0.74% hits;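 active means mean inhibition across duplicate retests at 20 µM reaching about 50%, limit read from the data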;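 further: 0% = DMSO wells and 100% = wells with excess untagged CBFb-SMMHC; inhibitors lower the FRET ratio by blocking Runt binding to CBFb-SMMHC; some results filed as inactive read as strong as hits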
Target sequence (Q01196 whole entry, looked up, the tested form may be a part): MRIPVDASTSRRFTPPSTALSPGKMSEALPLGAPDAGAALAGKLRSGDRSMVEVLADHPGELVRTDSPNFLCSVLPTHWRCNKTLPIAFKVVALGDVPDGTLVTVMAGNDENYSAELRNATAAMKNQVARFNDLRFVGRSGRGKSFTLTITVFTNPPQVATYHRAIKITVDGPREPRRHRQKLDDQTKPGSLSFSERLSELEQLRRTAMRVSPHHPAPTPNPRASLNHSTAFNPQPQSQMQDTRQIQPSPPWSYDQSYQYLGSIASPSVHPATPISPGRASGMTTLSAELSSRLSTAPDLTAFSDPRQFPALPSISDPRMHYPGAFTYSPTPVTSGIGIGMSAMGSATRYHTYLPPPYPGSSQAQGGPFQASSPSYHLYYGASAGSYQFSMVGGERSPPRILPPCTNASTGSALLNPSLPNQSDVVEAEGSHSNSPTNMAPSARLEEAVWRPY
Target sequence (Q13951 whole entry, looked up, the tested form may be a part): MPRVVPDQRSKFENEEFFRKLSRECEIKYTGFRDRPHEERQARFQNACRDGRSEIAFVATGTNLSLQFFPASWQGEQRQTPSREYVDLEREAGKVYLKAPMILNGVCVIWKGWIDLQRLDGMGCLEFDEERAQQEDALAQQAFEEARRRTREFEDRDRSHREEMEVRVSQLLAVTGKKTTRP
Calpain2 inh: blocks pig calpain II enzyme activity. purified calpain II, fluorogenic peptide substrate, 30 min. inhibition, % at 16 µM. 220,000 compounds, 0.37% hits. AID 1236;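 active means inhibition above about 50%, limit read from the data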
p97 ATPase inh: human p97 ATPase inhibition | recombinant p97 ATPase, Kinase-Glo ATP luminescence, 3 h | inhibition, % at 8 µM | 220,000 compounds, 0.42% hits | AID 1481; in the data active means inhibition above about 15%;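 further: 0% = DMSO vehicle and 100% = wells lacking enzyme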
Runt-CBFb FRET: Runt domain-CBFb interaction inhibition; AID 1496; 220,000 compounds, 0.46% hits; inhibition, % at 20 µM; Cerulean-Runt/Venus-CBFb FRET ratio 530/480, 1 h;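 active means inhibition over about 50% at 20 µM in the single-dose screen, limit read from the data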;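 further: 0% = DMSO wells and 100% = excess unlabeled CBFb competitor control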
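Schedule: protein complex preformed 1 h, compound exposure 1 h, room temperature, dark; test system: Cerulean-labeled Runt domain protein; amount: 100 nM per protein; buffer or medium: Tris 50 mM pH 7.5, KCl, K2SO4, 0.01% BSA; read-out: loss of energy transfer signal; detection: FRET fluorescence; controls: 5 µM unlabeled CBFb as full-inhibition high control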
EBV gp42 inh: blocks Epstein-Barr virus glycoprotein 42 binding | 220,000 compounds, 0.42% hits | Q1HVG2 | Fluorescence polarization binding assay, mP read-out | inhibition, % (tested at 21.74 µM); in the data active means inhibition above about 50%
Target sequence (Q1HVG2 whole entry, looked up): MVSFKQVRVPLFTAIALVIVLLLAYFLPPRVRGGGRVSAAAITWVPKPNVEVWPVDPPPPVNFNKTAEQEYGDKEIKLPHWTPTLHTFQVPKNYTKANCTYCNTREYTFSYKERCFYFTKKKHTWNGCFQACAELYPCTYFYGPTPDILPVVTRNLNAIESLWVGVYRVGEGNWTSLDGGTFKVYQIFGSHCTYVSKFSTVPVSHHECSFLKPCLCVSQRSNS
Tb hexokinase: blocks Trypanosoma brucei hexokinase 1 activity; inhibition, % at 10 µM; AID 1430; recombinant TbHK1, G6PDH-coupled NADH A340; 220,000 compounds, 0.11% hits;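 active means inhibition of 50% or more in the single-dose primary screen; inactive means inhibition below 50%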
p47phox inh: inhibitors of human p47phox binding | P14598 | p47phox/p22phox peptide binding, fluorescence polarization, 2 h | inhibition, % at 24.7 µM | 220,000 compounds, 0.53% hits;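 active means inhibition above about 30%, limit read from the data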;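 further: 0% = p47phox with labelled peptide and 100% = labelled peptide alone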
RBBP9 inh: human RBBP9 hydrolase inhibition. O75884. recombinant RBBP9, FP-Rh probe fluorescence polarization. inhibition, % at 7.94 µM. 220,000 compounds, 0.2% hits. AID 1515;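 active means inhibition above the campaign mean of all tested compounds plus 3 SD, cut at about 14% in these data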;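 further: plate controls were DMSO wells with RBBP9 for no effect and wells lacking RBBP9 protein for full effect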
Target sequence (O75884 whole entry, looked up): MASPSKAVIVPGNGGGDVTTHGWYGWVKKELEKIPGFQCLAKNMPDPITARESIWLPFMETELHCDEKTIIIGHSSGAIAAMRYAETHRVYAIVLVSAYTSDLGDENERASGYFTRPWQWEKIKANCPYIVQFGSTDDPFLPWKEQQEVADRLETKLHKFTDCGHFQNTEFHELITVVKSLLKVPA
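Measured by – fluorescence polarization · Test system – RBBP9 protein · Input – 2.5 µM RBBP9 dispensing solution, before mixing · Measure – percent inhibition from mP, scaled between DMSO and no-protein wells · Benchmarks – DMSO-treated enzyme wells and wells lacking RBBP9 · Times – preincubation 30 min plus labeling 45 min at 25 °C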
Furin inh: blocks human furin protease activity; P09958; purified furin, fluorogenic substrate cleavage; inhibition, % at 30 µM; 220,000 compounds, 0.061% hits; AID 463115; in the data active means inhibition above about 25%; further: inactives centre near -15
Starred values were filed as active, the others as inactive; · = no result given; [ ] = dose if it differs, or a comment.

Runt-SMMHC FRET,Calpain2 inh,p97 ATPase inh,Runt-CBFb FRET,EBV gp42 inh,Tb hexokinase,p47phox inh,RBBP9 inh,Furin inh,SMILES
2,9,0,2,-13,-7,-13,-3,-13[20 µM],O=C(CNC(=O)c1ccco1)Nc1ccc(S(=O)(=O)N2CCCC2)cc1
1,-7,3,2,-15,-1,1,-10,-21,Nc1cc(Cl)ccc1N1CCCCCC1
4,-3,1,0,-56,16,-16,-5,-9,C[N+]1(CC(O)COc2ccccc2)CCN(C(=O)c2ccc([N+](=O)[O-])cc2)CC1 (stereo not given)
3,-14,1,-1,-12,-3,-2,-10,-18,O=C1Nc2c(Br)cc(Br)cc2C1(O)N1CCOCC1 (stereo not given)
-1,16,1,0,-13,2,-6,-7,-15[20 µM],CCc1sc(NC(=O)CN2CCOCC2)nc1-c1ccccc1
2,-7,1,2,21,-6,-17,3,-8[20 µM],COc1ccc(-c2nc(SCC(=O)NCc3ccco3)c(-c3ccccc3)[nH]2)cc1OC
1,-14,4,2,-8,4,-9,-9,-16,CN(C)C(CNC(=S)Nc1ccccc1)c1cccnc1 (stereo not given)
3,4,-2,2,-30,-3,-1,-7,-13[20 µM],CCOc1ccc(NC(=O)NCCN2C(C)CCCC2C)cc1 (stereo not given)
-8,-12,4,1,-1,7,3,6,-15,O=C(c1ccco1)N1CCC(n2nnc3ccccc32)CC1
13,-14,7,4,-15,-14,-46,-7,-14,O=c1[nH]c(CN2CCN(S(=O)(=O)/C=C/c3ccccc3)CC2)nc2cc(Cl)ccc12

Already shown: 4 of the compounds above.
Runt-SMMHC FRET,Calpain2 inh,p97 ATPase inh,Runt-CBFb FRET,EBV gp42 inh,Tb hexokinase,p47phox inh,RBBP9 inh,Furin inh,SMILES
2,9,0,2,-13,-7,-13,-3,-13[20 µM],O=C(CNC(=O)c1ccco1)Nc1ccc(S(=O)(=O)N2CCCC2)cc1
1,-7,3,2,-15,-1,1,-10,-21,Nc1cc(Cl)ccc1N1CCCCCC1
4,-3,1,0,-56,16,-16,-5,-9,C[N+]1(CC(O)COc2ccccc2)CCN(C(=O)c2ccc([N+](=O)[O-])cc2)CC1 (stereo not given)
3,-14,1,-1,-12,-3,-2,-10,-18,O=C1Nc2c(Br)cc(Br)cc2C1(O)N1CCOCC1 (stereo not given)

(next part)
Runt-SMMHC FRET,Calpain2 inh,p97 ATPase inh,Runt-CBFb FRET,EBV gp42 inh,Tb hexokinase,p47phox inh,RBBP9 inh,Furin inh,SMILES
2,-13,2,0,-1,5,-1,-4,-16,CCNc1nc(NCc2ccccc2)nc(SCC(N)=O)n1
-2,12,-3,-2,4,7,-2,-13,-8[20 µM],CCCCC(C(=O)NC(=O)NCc1ccccc1)N1C(=O)c2ccccc2C1=O (stereo not given)
-2,-21,3,-5,4,-8,-12,1,-23,Cn1c(=O)c2c(nc(Oc3ccc4c(c3)OCO4)n2Cc2ccc(Br)cc2)n(C)c1=O
2,-88,-1,32,-16,2,-12,0,-7[20 µM],Cc1ccc(C)c(NS(=O)(=O)c2cc(C(=O)N3CCc4ccccc4C3)ccc2Cl)c1
2,-4,1,-1,-9,0,-8,-10,-36,CCc1ccc(C2C3=C(CCCC3=O)OC3=C2C(=O)CCC3)cc1
-1,-7,5,-1,-4,5,-4,-8,-15,Clc1ccccc1-c1nn2c(-c3ccccn3)nnc2s1
0,-7,11,0,-15,-9,-22,-9,-10,O=C(Nc1ccccc1-c1nnn(CC(=O)N2CCCc3ccccc32)n1)c1ccco1
-1,9,-1,-3,-3,-1,1,-12,-21,CCOc1ccc(CCNC(=O)COC(=O)c2cc(OC)c(OC)c(OC)c2)cc1OCC
2,-30,6,1,-12,1,-5,0,-7,Fc1ccc(-n2cnnn2)c(F)c1
0,-4,5,3,-11,-6,-5,-6,-10,COC(=O)c1cc(S(=O)(=O)Nc2cccc(S(N)(=O)=O)c2)oc1C
19,37,-8,18,2,-3,3,-4,-14,CCN(c1ccc(NC(=O)COC(=O)/C=C/c2cccs2)cc1)C(C)C
-3,-9,6,0,-3,29,1,-6,-20,Cc1c([N+](=O)[O-])c([N+](=O)[O-])nn1CC(=O)N1CCCCC1
2,11,3,-3,-7,-4,-8,-6,-14,Cc1ccc(-n2nnc3c(=O)n(CC(=O)N4CCCC4)cnc32)cc1
-2,-17,1,1,-10,-4,1,-7,-23,CCC(Cc1ccccc1)NC(=O)Cn1ncc2ccsc2c1=O (stereo not given)
·,22,-4,·,-6,-10,-7,2,-10,CC(C)N(Cc1ccccc1)C(=O)/C=C/c1ccccc1[N+](=O)[O-]
1,-11,5,-2,-1,5,-2,9,-20,CCOP(=O)(c1ccccc1)C1(C#N)CCCC1 (stereo not given)
3,-8,6,1,-1,-4,-7,4,-31,C=CCNc1ncnc2c1cnn2-c1ccc(Cl)cc1
-2,4,-2,0,-4,-1,-14,6,-8[20 µM],CCN(C(=O)c1c(-c2ccccc2)noc1C)c1ccccc1
-1,-14,4,0,-6,-4,-13,4,-14,O=C(NCC1CCOCC1)c1ccc(OC2CCN(Cc3ccccn3)CC2)cc1
-4,-10,2,-5,-16,-16,-6,-6,-9,COc1ccc(N=c2scc(-c3ccc(S(=O)(=O)N4CCOCC4)cc3)n2CCCO)cc1

3 records picked at random from those above, as already listed:
Runt-SMMHC FRET,Calpain2 inh,p97 ATPase inh,Runt-CBFb FRET,EBV gp42 inh,Tb hexokinase,p47phox inh,RBBP9 inh,Furin inh,SMILES
·,22,-4,·,-6,-10,-7,2,-10,CC(C)N(Cc1ccccc1)C(=O)/C=C/c1ccccc1[N+](=O)[O-]
2,11,3,-3,-7,-4,-8,-6,-14,Cc1ccc(-n2nnc3c(=O)n(CC(=O)N4CCCC4)cnc32)cc1
1,-11,5,-2,-1,5,-2,9,-20,CCOP(=O)(c1ccccc1)C1(C#N)CCCC1 (stereo not given)

Carrying on:
Runt-SMMHC FRET,Calpain2 inh,p97 ATPase inh,Runt-CBFb FRET,EBV gp42 inh,Tb hexokinase,p47phox inh,RBBP9 inh,Furin inh,SMILES
4,-28,6,1,-4,2,28,-9,-21,CCOC(=O)c1c(C)[nH]c(C(=O)OCC(=O)Nc2cc(C)ccc2OC)c1C
-6,-2,7,0,-14,-23,-12,-3,-8,CCOC(=O)C(=O)N/N=C/c1ccco1
-1,-23,2,0,-2,3,-1,-3,-28,CC(C)CC(c1nnnn1Cc1ccc2c(c1)OCO2)N1CCC(C(N)=O)CC1 (stereo not given)
-3,1,-2,-3,-10,12,2,-2,-24,CCOCCCNCc1cc(Br)ccc1OCc1ccccc1
·,·,-7,·,·,-7,·,-5,-9,Clc1cc(Cl)c2nc(N3CCCC3)sc2c1
-8,14,2,-1,7,-3,13,5,-16[20 µM],Cc1ccc(Cl)cc1N1CCN(S(C)(=O)=O)CC1
-4,-47,5,-6,4,-16,-14,-4,-7,Fc1ccc(CSc2ccc3nnc(-c4cccs4)n3n2)cc1
6,3,4,0,-1,-2,5,-1,-24,CCc1ccccc1NC(=O)N1C2CCCC1CC(NC(C)=O)C2 (stereo not given)
-2,4,-5,-2,-10,1,-13,-5,-6[20 µM],Cc1c(C(=O)OC2CCCCC2)[nH]c2c1C(=O)CC(C)(C)C2
-2,-17,-3,-1,-9,-4,-7,-9,-13[20 µM],CCOc1cc(CNn2nnnc2N)ccc1OCC(=O)NC(C)(C)C
-4,20,1,-2,-4,-8,1,5,-14[20 µM],Cc1occc1C(=O)Nc1cc(=O)n(C)c(=O)n1C
-1,-3,6,-1,-8,-29,-11,-11,-14,CC1CN(c2ccc(NC(=O)c3ccco3)cc2C(=O)O)CC(C)O1 (stereo not given)
1,-3,2,-2,0,-9,·,-2,-20,CCCOc1ccc(C(CC(=O)O)NC(=O)CC(c2ccccc2)c2ccccc2)cc1 (stereo not given)
1,-3,4,-1,-10,6,-4,-10,0,O=C1CCC(c2ccccc2)(c2ccccc2)CC1
-3,-30,5,-3,-1,0,5,-8,-30,Cc1c(N=C/C=C/c2ccccc2)c(=O)n(-c2ccccc2)n1C
-3,-3,0,0,-11,46,-1,-7,-21,CN1CCN(CC(=O)Nc2c(C#N)cnn2-c2ccccc2)CC1
-100,-140,0,-16,156*,8,-236,-5,-17,COC(=O)c1cc(NC(=O)c2cccc(Cl)c2)c(=O)oc1/C=C/Nc1cc(C)cc(C)c1
0,-10,-9,1,1,7,-7,-8,-4,NS(=O)(=O)c1ccc(CCNS(=O)(=O)c2ccc(Cl)nc2)cc1
-61,-25,-2,-24,0,-16,-7,-11,-11,COc1ccc(/C=C2/SC(=O)N(CC(=O)Nc3cc(C)on3)C2=O)cc1OC
7,21,-8,1,-11,7,-10,-8,0[20 µM],Cc1nc(SCC(=O)Nc2ccccc2C(F)(F)F)c(C#N)c(C)c1CC(=O)c1ccc(Br)cc1
-2,2,1,0,-16,-2,-6,3,-21,C=C(C)CN(CC)C(=O)CCc1nnc(CCCc2ccccc2)o1
3,12,3,0,11,-9,-9,9,-29,O=C(Nc1ccc(F)cc1F)N1CCC(c2nc3ccccc3o2)CC1
1,9,2,-1,-13,19,-6,1,-10[20 µM],COC(=O)c1sccc1-n1cccc1C(=O)C(=O)N1CC(C)OC(C)C1 (stereo not given)
-1,-2,-9,-1,-7,-6,-17,-1,1,CC(C)C(c1nnnn1C1CCCC1)N1CCc2ccccc21 (stereo not given)
-3,16,6,0,-10,6,-6,3,-28,COc1cc(CNCCCN2CCOCC2)ccc1OCC(=O)Nc1cccc(C(F)(F)F)c1
3,-6,2,2,1,-4,-2,5,-11,O=[N+]([O-])c1cc(S(=O)(=O)N2CCCC2)ccc1O
-1,-8,-2,0,-14,4,-7,-2,-13,CC(C)N(Cc1ccccc1)C(=O)CCc1ccccc1
1,18,-5,1,3,5,-4,-6,-21,Cc1ccc(NS(=O)(=O)c2cccc([N+](=O)[O-])c2)nc1
1,29,-3,-2,-7,-5,-6,-11,-2,O=C(/C=C/c1cccc([N+](=O)[O-])c1)Nc1ccccc1N1CCOCC1
-3,18,2,-10,5,9,-1,5,-12,O=C(Cn1cc[n+](Cc2ccccc2)c1)c1ccc([N+](=O)[O-])cc1
-5,-2,-1,2,-12,7,4,-6,-21,O=C(CN1CCCC1)Nc1cc(C(F)(F)F)cc(C(F)(F)F)c1
-3,-12,2,0,-5,1,-3,-9,-22,Cc1nc(Cl)sc1C(=O)Nc1ccccc1
1,-11,5,-3,-17,16,-4,-6,-15,C=CC(=C)CC(NC)c1ccccc1 (stereo not given)
1,21,-4,2,12,0,-5,-9,-16,COc1ccc(CCC(=O)Nc2ccc(C)c([N+](=O)[O-])c2)cc1
-16,-35,-1,0,-14,-17,-24,-11,-11,CCOC(=O)C1=C(C)N=c2s/c(=C\c3ccncc3)c(=O)n2C1c1ccc2c(c1)OCO2 (stereo not given)
0,-21,1,0,-8,-2,-4,-1,-24,COc1cc(OC)c(C2=NOC(C(=O)N3CCN(C(=O)c4ccco4)CC3)C2)cc1Cl (stereo not given)
1,-20,4,-2,-8,1,-7,-7,-32,Cc1ccc2nc(NC(=O)COC(=O)c3ccncc3)sc2c1
-1,4,7,1,-5,-37,-8,-7,-15,CC(=O)c1cnc2sccn2c1=O
0,16,-1,-1,0,-1,-4,-6,-10[20 µM],Cc1ccc(COn2c(-c3ccc(Cl)cc3Cl)nc3ncccc32)cc1
-2,56*,-1,-10,-15,-2,-23,-6,-16,CCOC(=O)c1c(NC(=O)CSc2nnnn2C)sc(C)c1-c1ccc(C)cc1
-95,40,-3,-58,2,12,-5,-10,16,CC1(C)CC(=O)C(C=Nc2ccc(C(=O)c3ccccc3)cc2N=CC2=C(O)CC(C)(C)CC2=O)=C(O)C1
0,-17,-1,-2,3,2,-19,-1,-15[20 µM],O=C(CCC(=O)Nc1ccccc1)NCCO
